CAL-PDZ inh HTS: blocks peptide binding to the human CAL PDZ domain; purified CAL PDZ, TMR-peptide fluorescence polarization, 1 h; inhibition, % at 24.9 µM; Q9HD26; 300,000 compounds, 0.92% hits;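 active = mean inhibition of at least 30% with at least half of replicates also reaching 30%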;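 also: 0% = DMSO neutral control and 100% = excess unlabeled competitor peptide PRC23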
HTR5A ag ctr: HTR5A agonism, opioid heterodimer counter-screen; P47898; HTR5A agonist assay, luminescence, cell-based; activation, % at 9.3 µM; 340,000 compounds, 0.61% hits; AID 504692; in the data active = activation mostly above about 9.5%, no sharp cut-off; inactive = mostly below about 7.6%;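 also: 0% = cells with vehicle only and 100% = reference agonist; strong numbers were not always called active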
Target sequence (P47898 whole entry, looked up): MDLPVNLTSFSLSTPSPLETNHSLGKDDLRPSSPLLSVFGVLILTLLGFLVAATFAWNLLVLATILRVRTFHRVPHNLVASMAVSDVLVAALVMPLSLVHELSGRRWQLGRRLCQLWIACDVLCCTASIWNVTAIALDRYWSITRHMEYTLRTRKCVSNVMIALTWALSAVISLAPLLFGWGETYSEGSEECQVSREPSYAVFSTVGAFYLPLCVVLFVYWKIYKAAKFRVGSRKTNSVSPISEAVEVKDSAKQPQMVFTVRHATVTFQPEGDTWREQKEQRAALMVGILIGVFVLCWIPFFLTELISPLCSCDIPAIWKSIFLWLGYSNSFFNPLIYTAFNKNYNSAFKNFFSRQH
Keap1 Nrf2 FP: disrupts human Keap1 binding to Nrf2 peptide; Keap1 Kelch-Nrf2 peptide fluorescence polarization, 1536-well; inhibition, % at 9.4 µM; 340,000 compounds, 0.15% hits; AID 504523; in the data active = inhibition above about 12%;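 also: human Keap1 Kelch domain with fluorescein labeled Nrf2 9mer peptide probe; 0% = neutral control wells and 100% = peptide positive control; higher means more block of Keap1 binding to Nrf2 peptide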
Target sequence (Q14145 whole entry, looked up, the tested form may be a part): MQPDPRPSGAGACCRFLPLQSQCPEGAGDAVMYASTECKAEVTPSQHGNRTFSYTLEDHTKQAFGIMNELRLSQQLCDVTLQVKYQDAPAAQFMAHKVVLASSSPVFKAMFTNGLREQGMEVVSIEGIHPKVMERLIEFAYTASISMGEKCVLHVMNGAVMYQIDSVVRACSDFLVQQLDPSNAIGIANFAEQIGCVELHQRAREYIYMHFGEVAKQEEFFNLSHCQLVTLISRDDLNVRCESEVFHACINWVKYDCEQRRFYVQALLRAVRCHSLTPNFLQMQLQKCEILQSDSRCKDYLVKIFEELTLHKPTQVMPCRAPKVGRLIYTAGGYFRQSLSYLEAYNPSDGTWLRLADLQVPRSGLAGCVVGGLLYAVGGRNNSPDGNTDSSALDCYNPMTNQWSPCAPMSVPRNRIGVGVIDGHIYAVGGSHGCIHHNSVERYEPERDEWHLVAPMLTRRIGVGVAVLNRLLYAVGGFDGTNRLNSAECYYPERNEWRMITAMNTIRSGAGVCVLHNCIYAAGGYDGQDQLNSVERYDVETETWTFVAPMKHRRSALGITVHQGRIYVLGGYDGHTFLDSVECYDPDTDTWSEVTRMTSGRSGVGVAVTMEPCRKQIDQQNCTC
HTR5A inv ctr: HTR5A inverse agonism, opioid heterodimer counter-screen; HTR5A cell line, luminescence; inhibition, % at 9.3 µM; 340,000 compounds, 0.083% hits; P47898; in the data active = inhibition mostly above about 23%, no sharp cut-off; inactive = mostly below about 18%;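 also: 0% = cells with DMSO and 100% = no-cell wells with DMSO; some compounds called inactive have numbers as strong as hits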
cardiac RTF act: increases calcium sensitivity of human cardiac regulated thin filaments | activation, % at 7.2 µM | 340,000 compounds, 0.24% hits | AID 493008 | IANBD-labeled TnC RTF fluorescence at EC20 calcium; 0% EC20 calcium, 100% full calcium | P19429+P45379;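 active = activation above the mean over all tested compounds plus 3 SD, cut at about 30% in these data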;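 also: rise in fluorescence read as greater calcium sensitivity of cardiac thin filaments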
C-LANA FP: blocks KSHV LANA C-terminal domain binding to DNA. MBP-C-LANA/FAM-LBS DNA binding, fluorescence polarization. inhibition, % at 9 µM. 340,000 compounds, 0.078% hits;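 active = highest replicate inhibition at or above 60% at 9 µM, even if other replicates fall short; inactive = all replicates below 60% inhibition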;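 also: 0% = neutral control wells and 100% = 4 µM acridine orange control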
OPRM1-OPRD1 inv: inverse agonist of human OPRM1-OPRD1 heterodimerization; cell-based MOR-DOR heterodimer luminescence, inverse agonism; inhibition, % at 9.3 µM; 340,000 compounds, 0.21% hits; in the data active = inhibition above about 22%, passing the limit was not always enough;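 also: 0% = cells with DMSO and 100% = wells without cells with DMSO; values of inactives mirror those of a sister screen read the other way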
V-ATPase pH: regulators of yeast V-ATPase proton transport; S. cerevisiae, pHLuorin cytosolic pH fluorescence; response, % at 10 µM; 350,000 compounds, 0.37% hits; in the data active = response mostly above about 7.3%, no sharp cut-off; inactive = mostly below about 5.4%; also: actives read high; inactives centre near 0; some compounds called inactive have numbers as strong as hits; reference of the scale not given here
RTF Ca sens inh: cardiac RTF calcium desensitization. P19429+P45379. IANBD-labeled cardiac RTF, Ca2+ fluorescence. inhibition, % at 7.15 µM. 340,000 compounds, 0.12% hits. AID 493244;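 active = inhibition above the mean inhibition of all tested compounds plus 3 SD, cut at about 17% in these data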;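 also: assay run at fixed EC70 calcium of 1.6 mM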
MOR-DOR ag: agonists of human mu-delta opioid receptor heterodimerization | cells, OPRM1-OPRD1 heterodimerization, luminescence | P35372+P41143 | 340,000 compounds, 0.3% hits | activation, % at 9.3 µM | AID 504326; in the data active = activation above about 18%;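 also: 0% = vehicle-treated cells and 100% = reference agonist; values of inactives mirror those of a sister screen read the other way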
* = called active by the depositor; nt = no result given.

SMILES	CAL-PDZ inh HTS	HTR5A ag ctr	Keap1 Nrf2 FP	HTR5A inv ctr	cardiac RTF act	C-LANA FP	OPRM1-OPRD1 inv	V-ATPase pH	RTF Ca sens inh	MOR-DOR ag
O=C1CCCCN1CCCC(=O)N1CCCC(Nc2ccc(F)c(F)c2)C1 (configuration not stated)	-2	-2	1	-28	-3	0.7	11	-1	-1	-2.1
CSc1ncc(Cl)c(C(=O)Nc2ccccc2Br)n1	-8	5	-3	9	-3	-0.8	-15	1	-9	2.9
CCCCN1CC(=O)N2[C@H]3c4cc(C)ccc4OC[C@@H]3[C@H](c3ccccc3)[C@]2(C)C1=O	-2	1	-4	-23	-4	5.6	0	0	3	0.1
CC(=O)NC12CC3CC(C1)CC(C(=O)OCC(=O)c1ccc4c(c1)OCCO4)(C3)C2	-20	0	-3	-1	1	-1.2	14	2	-4	-3.4
CCOc1cccc(C(=O)NNC(=O)C2C3C=CC(C3)C2C(=O)O)c1 (configuration not stated)	-5	-3	2	11	0	-1.2	2	1	-2	-0.5
COC(=O)c1ccc(-c2noc(CN(Cc3ccncc3)CC3CCCO3)n2)cc1 (configuration not stated)	3	1	-3	-2	4	0.1	20	2	-7	-3.8
CCOC(=O)C1=CN(Cc2cccc(-c3cccnc3)c2)S(=O)(=O)N(C)C1C (configuration not stated)	-6	1	1	-6	0	0.0	8	0	-3	-1.6
O=C(COC(=O)CNS(=O)(=O)c1ccc(F)c(F)c1F)NC1CCCC1	nt	-6	-1	16	3	-0.3	0	1	-3	0.0
CCC(C)(C)n1nnnc1C(c1cccc(C#N)c1)N1CCN(c2cccc(C)c2C)CC1 (configuration not stated)	-3	-2	-2	5	0	-1.0	1	0	-9	-0.1
Cc1cc(S(=O)(=O)N2CCCC(C)C2)ccc1-n1cnnn1 (configuration not stated)	2	-2	0	6	1	0.0	-21	-1	9	2.6
COc1cccc(CN2C(=O)c3ccccc3C2C(=O)NCC2CCCO2)c1 (configuration not stated)	0	6	2	-17	2	-0.2	13	4	-24	-2.3
COc1cc(OC)c(/C=N/N2CCN(c3ccccc3OC)CC2)c(OC)c1	-3	0	2	-1	-9	0.2	10	-2	0	-2.1
CCc1ccc(NCc2ccc(OC)c(Cn3ccnc3)c2)cc1	-1	-1	1	4	-6	8.2	4	6	6	-0.7
COc1cc(CCC(=O)Nc2ccncc2Cl)cc(OC)c1OC	-2	-5	4	7	-4	-1.5	3	-3	3	-0.6
COc1ccc(OC)c(C2SCCN2S(C)(=O)=O)c1 (configuration not stated)	-5	-2	0	5	2	-1.9	11	-2	-7	-2.4
O=C1S/C(=C/c2ccccc2)C(=O)N1CC(O)Cn1c2ccccc2c2ccccc21 (configuration not stated)	2	-3	1	-51	12	0.9	-30	-3	-1	6.7
CCOc1cc(C(=S)N2CCCC2)ccc1OC(=O)Cc1ccc(F)cc1	-3	-6	5	15	-5	0.1	10	6	-13	-1.5
CCc1c(C)nc(SC)n(CC#N)c1=O	1	1	-5	0	0	0.2	10	0	-7	-1.8
CCN(Cc1cc(=O)n2cc(Cl)c(C)c(Cl)c2n1)Cc1nc2ccccc2c(=O)[nH]1	-2	1	-4	-2	2	0.3	18	-3	-5	-3.5
Cc1cccc(CC(=O)N2CCCC2)c1	0	2	-1	-6	-3	-1.7	17	6	-9	-3.5
COC(=O)C1C2CC(=O)C(C2)C1C(=O)OC (configuration not stated)	2	-1	2	5	-1	-13	2	-8	-12	-0.5
CC(=O)N[C@@H]1[C@@H](O)[C@@H]2OC(c3ccccc3)OC[C@H]2O[C@@H]1N=[N+]=[N-] (some centres not stated)	-3	-4	5	14	-7	6.1	2	1	-5	-0.5
O=C(CSCc1ccc(Br)cc1)N1CCCC1	-1	4	-6	10	5	-1.4	3	-2	-11	-0.7
C=CCNc1nc(C(=O)OCC)nc2ccccc12	-1	2	-1	-4	-4	-1.2	19	1	-1	-3.9
COc1cc(Cl)c(C)cc1NC(=O)CCCn1c(=O)oc2ccccc21	-1	-3	1	9	0	-0.4	-8	3	10	1.3

As entered above.
RTF Ca sens inh, `CCCCN1CC(=O)N2[C@H]3c4cc(C)ccc4OC[C@@H]3[C@H](c3ccccc3)[C@]2(C)C1=O` : 3
HTR5A inv ctr, `Cc1cc(S(=O)(=O)N2CCCC(C)C2)ccc1-n1cnnn1` (configuration not stated) : 6
C-LANA FP, `COc1cccc(CN2C(=O)c3ccccc3C2C(=O)NCC2CCCO2)c1` (configuration not stated) : -0.2
CAL-PDZ inh HTS, `Cc1cccc(CC(=O)N2CCCC2)c1` : 0
C-LANA FP, `CCOC(=O)C1=CN(Cc2cccc(-c3cccnc3)c2)S(=O)(=O)N(C)C1C` (configuration not stated) : 0.0
C-LANA FP, `CCOc1cc(C(=S)N2CCCC2)ccc1OC(=O)Cc1ccc(F)cc1` : 0.1
Keap1 Nrf2 FP, `CCc1c(C)nc(SC)n(CC#N)c1=O` : -5

The listing continues.
SMILES	CAL-PDZ inh HTS	HTR5A ag ctr	Keap1 Nrf2 FP	HTR5A inv ctr	cardiac RTF act	C-LANA FP	OPRM1-OPRD1 inv	V-ATPase pH	RTF Ca sens inh	MOR-DOR ag
CCCCN(C)CC(O)Cn1cc(/C=C/C(=O)c2cccs2)c2ccccc21 (configuration not stated)	-1	6	-29	8	19	-5.7	-21	-2	-22	3.9
CCN=C1S/C(=C\c2cc(Cl)c(OC)c(OC)c2)C(=O)N1CC	4	1	-4	-4	-3	2.9	1	-2	-8	-0.1
Cc1csc(C(C)NC(=O)c2ccc(OC3CCN(CCc4ccccc4)CC3)cc2)n1 (configuration not stated)	-2	1	-2	-1	-5	0.4	2	0	-4	-0.4
COc1ccc(CNC(=O)COC(=O)/C=C/c2cccs2)cc1	-1	4	-6	3	6	2.0	1	-1	8	-0.3
Nc1ncnc2c1ncn2[C@@H]1O[C@H](CNCc2cccn2-c2nccs2)[C@@H](O)[C@H]1O	-2	1	-2	-5	1	1.4	15	0	-3	-3.3
O=C(c1ccc(F)cc1)N1CCN(C2CC3CCC2C3)CC1 (configuration not stated)	-3	7	-2	-20	3	0.7	9	0	-1	-2.2
COc1cccc(NS(=O)(=O)c2csc(C(N)=O)c2)c1	-6	-4	-1	16	-4	-1.9	8	-2	-2	-1.4
CCOC(=O)C1CCCN(C(=O)Cc2ccc(Cl)cc2)C1 (configuration not stated)	-4	-12	-2	26	3	2.1	5	1	-5	-0.9
COc1ccc(-c2ccc(=O)n(CC(=O)NC3CCc4ccccc43)n2)cc1OC (configuration not stated)	-2	0	0	9	-1	2.5	-3	-1	3	0.6
Cc1ccc(NC(=O)CCCn2nc(C)c3c(C)n(-c4ccccc4)nc3c2=O)cc1C	-4	1	-9	18	-3	0.2	10	0	6	-1.9
Cc1ccc(/C=C/C(=O)Nc2nnc(C)s2)o1	-4	-1	-6	3	9	1.8	-2	2	-6	0.4
COc1ccc(NC(=O)COc2ccc(/C=N/n3c(C)nnc3C)cc2OC)cc1	-2	-9	-6	11	7	-1.6	-10	3	-8	1.8
CCCc1cc(NCCCn2ccnc2)n2nc(C)c(-c3ccccc3)c2n1	-2	-2	0	-17	1	-0.2	17	-10	-7	-3.4
CCc1ccc(-c2cc(C)no2)cc1S(=O)(=O)Nc1ccc(Cl)cn1	3	-1	0	-16	-7	0.0	13	1	-2	-2.5
O=C(Nc1cccc(S(=O)(=O)NC2=NCCCCC2)c1)c1cc(-c2ccccc2)nc2ccccc12	-4	-2	3	-9	-3	0.4	6	-2	-2	-1.1
CCn1cc(C(=O)OCC(=O)Nc2ccccc2OC(F)F)c(=O)c2ccc(C)nc21	-5	0	1	-1	2	4.5	0	0	-7	-0.1
Cc1cc(NC(=O)COc2ccc([N+](=O)[O-])cc2)no1	-9	-3	-3	7	-3	0.0	10	3	-4	-2.6
CCCCCCc1cc2cc(-c3nnc(-c4ccccc4O)o3)c(=O)oc2cc1O	nt	-1	-1	4	58*	-0.7	-4	7	-140	0.7
CC(=O)N1N=C(c2ccc(C)o2)CC1c1ccc(F)cc1 (configuration not stated)	2	-3	1	3	3	-0.6	11	1	-9	-2.1
CN(CCCNC(=O)C1CCN(S(=O)(=O)N2CCC3(CC2)OCCO3)CC1)Cc1ccccc1	0	8	-3	-19	2	-0.8	7	-2	-4	-1.2
Cc1ccc(C)c(-n2cc(CNCCc3cnccn3)c(-c3ccccc3)n2)c1	53*	8	-3	-25	0	-0.3	-275	5	-8	54*
O=[N+]([O-])c1ccc2cn(-c3ccccc3)nc2c1	-3	3	-1	-11	2	-1.3	-7	-3	2	1.2
COc1cc(C(=O)N/N=C/c2ccc(OC(=O)N3CCOCC3)cc2)cc(OC)c1OC	-2	1	2	-3	0	-0.7	-11	0	-13	1.6
Cc1cc(C(=O)COC(=O)c2ccc(Cl)c(S(N)(=O)=O)c2)c(C)n1C1CC1	41*	-1	3	4	0	4.9	2	0	8	-0.3
C/C(=N/NC(=O)c1ccncc1)C1=C(O)CC(C)(C)CC1=O	-4	0	6	1	1	-1.0	7	-2	-4	-1.5

Rewritten with two lines to a compound: entries from further up.
Values in the order – CAL-PDZ inh HTS	HTR5A ag ctr	Keap1 Nrf2 FP	HTR5A inv ctr	cardiac RTF act	C-LANA FP	OPRM1-OPRD1 inv	V-ATPase pH	RTF Ca sens inh	MOR-DOR ag
- COc1ccc(NC(=O)COc2ccc(/C=N/n3c(C)nnc3C)cc2OC)cc1
  -2	-9	-6	11	7	-1.6	-10	3	-8	1.8
- CN(CCCNC(=O)C1CCN(S(=O)(=O)N2CCC3(CC2)OCCO3)CC1)Cc1ccccc1
  0	8	-3	-19	2	-0.8	7	-2	-4	-1.2
- Cc1csc(C(C)NC(=O)c2ccc(OC3CCN(CCc4ccccc4)CC3)cc2)n1 (configuration not stated)
  -2	1	-2	-1	-5	0.4	2	0	-4	-0.4
- COc1ccc(-c2ccc(=O)n(CC(=O)NC3CCc4ccccc43)n2)cc1OC (configuration not stated)
  -2	0	0	9	-1	2.5	-3	-1	3	0.6

(continued)
SMILES	CAL-PDZ inh HTS	HTR5A ag ctr	Keap1 Nrf2 FP	HTR5A inv ctr	cardiac RTF act	C-LANA FP	OPRM1-OPRD1 inv	V-ATPase pH	RTF Ca sens inh	MOR-DOR ag
CN(C)/C=C/C(=O)c1cnc(-c2ccccc2)s1	-3	-2	2	7	-1	1.3	1	3	-8	-0.2
CCCCN(CC)C(=O)c1cc2c(=O)[nH]c3ccc(C)cc3c2s1	-1	1	3	-4	-4	0.6	-11	-2	-7	2.4
CCN(CC)S(=O)(=O)c1ccc(N2CCOCC2)c(NC(=O)COc2ccc(OC)cc2)c1	-19	14	-5	-33	-5	-0.5	17	-2	1	-4.3
CCOC(=O)c1cc(-c2nnc(-c3ccc(Oc4ccccc4)cc3)o2)c(C)nc1C	-1	6	-2	-16	-2	2.1	5	0	1	-1.0
CCOC(=O)/C(=N\Nc1ccccc1)S(=O)(=O)c1ccccc1	nt	7	1	4	2	-0.8	10	-4	-5	-1.9
Oc1ccc2ccccc2c1CN1CCCC1	-2	-2	-5	6	1	0.0	-6	1	-11	1.2
CS(=O)(=O)N1CCN(C(=O)c2ccc(Cl)s2)CC1	-2	0	3	0	3	-1.8	8	-2	-7	-1.6
CCCC(=O)c1cn(CC(=O)OC)c2ccccc12	-2	6	1	-14	6	0.5	4	0	10	-0.8
